# LmPK inhibitor: qHTS Assay for Inhibitors of Leishmania Mexicana Pyruvate Kinase (LmPK); Q27686; purified LmPK, Kinase-Glo ATP luminescence, 1 h; Potency, µM (titrated, usually from 57.5 µM), inactives show at the top dose activity change, negative = inhibition, most hits filed as inhibitors; actives 0.37% (n = 290,000); note: potency is the fitted concentration of half-maximal effect
# Target sequence (Q27686 whole entry, looked up): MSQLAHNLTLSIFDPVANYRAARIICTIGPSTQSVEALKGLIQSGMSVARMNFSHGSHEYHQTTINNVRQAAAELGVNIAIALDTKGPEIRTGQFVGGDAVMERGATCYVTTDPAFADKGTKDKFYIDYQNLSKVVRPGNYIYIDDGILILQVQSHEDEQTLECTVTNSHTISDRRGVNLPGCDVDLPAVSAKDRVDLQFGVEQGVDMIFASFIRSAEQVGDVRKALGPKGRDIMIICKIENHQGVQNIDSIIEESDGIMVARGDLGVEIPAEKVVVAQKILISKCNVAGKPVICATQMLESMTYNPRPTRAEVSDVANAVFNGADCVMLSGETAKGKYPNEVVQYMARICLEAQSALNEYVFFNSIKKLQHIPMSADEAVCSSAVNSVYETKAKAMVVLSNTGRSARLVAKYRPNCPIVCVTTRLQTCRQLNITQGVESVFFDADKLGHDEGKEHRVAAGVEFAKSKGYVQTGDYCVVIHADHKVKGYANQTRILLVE
#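 Screened at intermediate enzyme activity to detect both inhibitors and activators: LmPK at 0.1 nM, with a 0.5 nM enzyme column as activation reference. PEP 0.5 mM, ADP 0.1 mM; ATP detected by luminescence after 1 h.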
# AmpC detergent: qHTS Inhibitors of AmpC Beta-Lactamase (assay with detergent) | P00811 | AmpC hydrolysis of nitrocefin, absorbance 480 nm, 0.01% Triton | Potency, µM (top dose mostly 114 µM), for inactives: at the highest dose activity change, negative = inhibition, actives largely listed as inhibitors | actives 0.041% (n = 370,000) | AID 485294, 2010;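 note: potency is the fitted concentration of half-maximal effect; 0% = no-compound wells and -100% = no-enzyme wells; nearly all actives have a fitted effect of over 25% in size; some results filed as inactive show a strong effect at the top dose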
# Target sequence (P00811 whole entry, looked up): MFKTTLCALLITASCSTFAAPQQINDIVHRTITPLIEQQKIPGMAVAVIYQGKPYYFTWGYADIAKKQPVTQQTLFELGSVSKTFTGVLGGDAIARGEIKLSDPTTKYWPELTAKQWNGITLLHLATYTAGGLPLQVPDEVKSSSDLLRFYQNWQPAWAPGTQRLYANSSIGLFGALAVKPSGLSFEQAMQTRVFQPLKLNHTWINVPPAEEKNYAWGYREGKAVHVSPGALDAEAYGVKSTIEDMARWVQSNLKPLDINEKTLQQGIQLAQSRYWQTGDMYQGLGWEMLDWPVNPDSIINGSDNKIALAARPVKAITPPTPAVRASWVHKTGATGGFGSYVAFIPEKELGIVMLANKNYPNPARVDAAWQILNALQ
#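 20 mM phosphate pH 7.0 + 0.01% (detergent screen) or 0.0001% Triton X-100; 5.3 nM AmpC reagent; cpd preinc 15 min RT; nitrocefin (800 uM stock) to start; A480 q20 s × 4 min; Activity was normalised to no-enzyme and no-compound control wells.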
# Tb PYK inh: qHTS of Trypanosoma Brucei Inhibitors; actives 0.12% (n = 410,000); TbPYK enzyme, Kinase-Glo Plus ATP luminescence, 45 min; pyruvate kinase (Trypanosoma brucei), Q57TT1; Potency, µM (titrated, usually from 76.8 µM), for inactives: at the top dose activity, negative = inhibition, most hits filed as inhibitors; AID 624173, 2012; note: potency is the fitted concentration of half-maximal effect; nearly all actives have a fitted effect of over 50% in size
#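 Activity of T. brucei pyruvate kinase was followed by Kinase-Glo Plus luminescence after the enzyme reacted 45 min at room temperature with 130 uM ADP (final) and substrate. Test compounds were added before ADP at multiple concentrations.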
# AMA1-RON2 inh: qHTS for Inhibitors of AMA1-RON; Towards Development of Antimalarial Drug Lead: Primary Screen; Plasmodium falciparum AMA1 (3D7) - RON2 peptide interaction; AlphaScreen AMA1-biotinylated RON2 peptide binding; Potency, µM (series often up to 58.2 µM), for inactives: at the highest dose activity change, negative = inhibition, most hits filed as inhibitors; actives 0.2% (n = 360,000); AID 720542, 2013;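 note: potency is the fitted concentration of half-maximal effect; 0% = vehicle wells and -100% = peptide control; nearly all actives have a fitted effect of over 45% in size; some results filed as inactive show a strong effect at the top dose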
#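 AMA1 (3D7) with his tag at 25 nM final met compounds first, then biotinylated RON2 peptide at 25 nM; detection used donor plus acceptor beads, 10 µg/mL apiece, read by AlphaScreen after 30 min at room temperature.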
# Sm TGR inh: qHTS Assay for the Inhibitors of Schistosoma Mansoni Peroxiredoxins. actives 3% (n = 360,000). Potency, µM (doses to about 114 µM), for inactives: top-dose activity change, negative = inhibition, most hits filed as inhibitors. purified TGR, DTNB reduction, TNB absorbance 405 nm; note: potency is the fitted concentration of half-maximal effect; nearly all actives have a fitted effect of over 60% in size
#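 First, TGR (20 nM dispensed) and NADPH were mixed with compound. Second, a 15 min room-temperature incubation followed. Third, further NADPH and then DTNB were added to start the reaction. Finally, TNB absorbance was monitored kinetically.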
# AmpC inh no detg: qHTS Inhibitors of AmpC Beta-Lactamase (assay without detergent); AmpC nitrocefin hydrolysis, absorbance 480 nm, 0.0001% Triton; actives 0.52% (n = 330,000); AID 485341, 2010; Potency, µM (titrated, usually from 57.1 µM), without a hit: top-dose activity change, negative = inhibition, actives largely listed as inhibitors; P00811;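 note: potency is the fitted concentration of half-maximal effect; plate controls were no compound for no effect and no enzyme for full effect; nearly all actives have a fitted effect of over 20% in size; some results filed as inactive show a strong effect at the top dose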
#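 20 mM phosphate pH 7.0 + 0.01% (detergent screen) or 0.0001% Triton X-100; 5.3 nM AmpC reagent; cpd preinc 15 min RT; nitrocefin (800 uM stock) to start; A480 q20 s × 4 min; Activity was normalised to no-enzyme and no-compound control wells.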
# HCMV inh: qHTS Assay for inhibitors of the human cytomegalovirus (HCMV). HFF cells, HCMV-luciferase reporter, 72 h; stronger effect = lower value. activity change, negative = inhibition, % at 57.5 µM. actives 4.5% (n = 410,000). AID 1259415, 2018; in the data active = activity change below about -60%; inconclusive = no clear call, values can overlap the other calls; inactive = above about -39%
#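 Two compound doses tested in HFFs infected with HCMV-luciferase, MOI 1 PFU/cell, 72 h at 37C. Lysate luminescence read with OneGlo; data normalized against buffer-only and 10uM Salinomycin inhibitor controls.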
# The depositor's hits bear a star; ? = inconclusive; · = not tested or not shown; [ ] = remark or other dose. Unless noted, calls come from the whole dose curve; as a rule, active = well fitted curve in the direction sought with a large enough effect; inconclusive = small, poorly fitted or top-dose-only effect, or another doubt; inactive = no such curve, though single readings can be large; an effect the other way counts as inactive or inconclusive. Unless noted, % is set by controls: 0 for no effect and ±100 for the full control effect.
1: CC(C)Sc1cc(N2CCCC2)nc(-c2ccccc2)n1
2: CC1CCC(N2CC(=O)N(C3CCCCC3)C(c3ccc(F)cc3)C2=O)CC1 (stereo not given)
3: COc1cc(C=O)ccc1OS(=O)(=O)c1ccccc1[N+](=O)[O-]
4: c1ccc(CCNc2nc(-c3ccncc3)cs2)cc1
5: CCCNC(=O)C1(C)CCCN(Cc2cccn2C)C1 (stereo not given)

screen / no.	1	2	3	4	5
LmPK inhibitor	-6%	·	-13%	-8%	·
AmpC detergent	0%	6%	-3%	2%	·
Tb PYK inh	6%	-1%	12%	1%	-1%
AMA1-RON2 inh	8%	·	-20%	1%	1%
Sm TGR inh	12%	20%	-10%	-8%	·
AmpC inh no detg	-19%	·	-15%	-15%	·
HCMV inh	-26	-16	165	-20	?

6: CCCCNC(=O)CN1C(=O)CN=C(c2ccccc2)c2ccccc21
7: CCc1ccc(-n2nc(C)c3c(C)cc(=O)n(CC(=O)Nc4cc(C)ccc4C)c32)cc1
8: Fc1ccc(-c2nn(-c3ccc(Cl)cc3)c3c2cnc2ccc(F)cc23)cc1
9: CCOc1ccc(CC(=O)NCCc2sc(-c3cccc(F)c3)nc2C)cc1
10: Cc1ccccc1OCC(=O)Nc1c2c(nn1C(C)(C)C)CS(=O)(=O)C2

screen / no.	6	7	8	9	10
LmPK inhibitor	1%	·	·	·	-1%
AmpC detergent	4%	-10%	10%	19%	-11%
Tb PYK inh	1%	3%	0%	0%	1%
AMA1-RON2 inh	8%	·	·	·	6%
Sm TGR inh	9%	-7%	-2%	6%	-1%
AmpC inh no detg	-1%	·	·	·	1%
HCMV inh	-19	29	8	-27	-7

11: CCN(CC)S(=O)(=O)c1cc(C(=O)NCCN2CCOCC2)ccc1Cl
12: COc1ccc(-c2nc(S(=O)(=O)c3ccc(Cl)cc3)c(NCc3ccccc3)o2)cc1
13: CCc1cccc2c(C(=S)N3CCOCC3)c[nH]c12
14: Cc1ccccc1N1C(=O)C(Oc2ccc(Cl)cc2)C1CNCC1CCCO1 (stereo not given)
15: CCCCCn1nnnc1C1c2ccccc2C(=O)N1Cc1ccco1 (stereo not given)

screen / no.	11	12	13	14	15
LmPK inhibitor	2%	·	4%	9%	·
AmpC detergent	-9%	8%	-11%	3%	·
Tb PYK inh	9%	0%	-4%	0%	1%
AMA1-RON2 inh	-1%	·	-9%	11%	-6%
Sm TGR inh	9%	-2%	·	0%	·
AmpC inh no detg	-11%	·	-17%	77%[activator]	·
HCMV inh	?	1	-31	?	-26

16: Cc1ccc(NS(=O)(=O)c2ccc(NC(=O)CN(c3cc([N+](=O)[O-])ccc3C)S(C)(=O)=O)cc2)c(C)c1
17: CCN(C[C@H]1N[C@@](CC)(C(=O)OC)[C@H]2C(=O)N(Cc3ccccc3)C(=O)[C@@H]12)C(=O)Nc1ccc(Cl)cc1
18: CCCCC[C@@H]1C=C(C(=O)O)[C@H](c2ccc3c(c2)OCO3)N1S(=O)(=O)c1ccc(C)cc1
19: O=C(CS(=O)(=O)Cc1ccccc1)Nc1ccccn1
20: COc1ccc(C(=O)CSc2nc(-c3ccccn3)nc(C)c2Cl)cc1

screen / no.	16	17	18	19	20
LmPK inhibitor	4%	·	·	-2%	3%
AmpC detergent	?	·	·	6%	-3%
Tb PYK inh	1%	4%	-3%	0%	-2%
AMA1-RON2 inh	-2%	-7%	2%	7%	6%
Sm TGR inh	-1%	·	·	-10%	-8%
AmpC inh no detg	-21%	27%	-16%	-19%	117%[activator]
HCMV inh	?	-19	-10	-102*	?

# Reprinted from the part before: four compounds, then new ones.
17: CCN(C[C@H]1N[C@@](CC)(C(=O)OC)[C@H]2C(=O)N(Cc3ccccc3)C(=O)[C@@H]12)C(=O)Nc1ccc(Cl)cc1
18: CCCCC[C@@H]1C=C(C(=O)O)[C@H](c2ccc3c(c2)OCO3)N1S(=O)(=O)c1ccc(C)cc1
19: O=C(CS(=O)(=O)Cc1ccccc1)Nc1ccccn1
20: COc1ccc(C(=O)CSc2nc(-c3ccccn3)nc(C)c2Cl)cc1
21: CCNc1nc(NC(C)C)nc(Oc2ccc(OCc3ccccc3)nn2)n1
22: O=C(Nc1c2c(nn1-c1ccc(Cl)cc1)CS(=O)(=O)C2)c1cccc(Cl)c1
23: CCN(CC(=O)NCc1ccc(F)cc1)C(=O)/C=C/c1ccco1
24: COc1cccc(NC(=O)c2c(C)oc3nc(C)nc(N4CCCC4)c23)c1
25: COC(=O)CN1C(=O)C(O)(CC(=O)c2ccc(F)cc2)c2ccccc21 (stereo not given)

screen / no.	17	18	19	20	21	22	23	24	25
LmPK inhibitor	·	·	-2%	3%	1%	·	3%	·	·
AmpC detergent	·	·	6%	-3%	-4%	-4%	5%	-4%	12%
Tb PYK inh	4%	-3%	0%	-2%	-1%	2%	-8%	-8%	0%
AMA1-RON2 inh	-7%	2%	7%	6%	-11%	·	-7%	·	·
Sm TGR inh	·	·	-10%	-8%	1%	-9%	20µM*	2%	-4%
AmpC inh no detg	27%	-16%	-19%	117%[activator]	4%	·	-14%	·	·
HCMV inh	-19	-10	-102*	?	199	-20	-1	88	-1

# Complete entries, quoted from the list. Order of screens: LmPK inhibitor | AmpC detergent | Tb PYK inh | AMA1-RON2 inh | Sm TGR inh | AmpC inh no detg | HCMV inh
# CCNc1nc(NC(C)C)nc(Oc2ccc(OCc3ccccc3)nn2)n1 across the screens: 1% | -4% | -1% | -11% | 1% | 4% | 199
# COC(=O)CN1C(=O)C(O)(CC(=O)c2ccc(F)cc2)c2ccccc21 (stereo not given) across the screens: · | 12% | 0% | · | -4% | · | -1
# O=C(Nc1c2c(nn1-c1ccc(Cl)cc1)CS(=O)(=O)C2)c1cccc(Cl)c1 across the screens: · | -4% | 2% | · | -9% | · | -20
# COc1cccc(NC(=O)c2c(C)oc3nc(C)nc(N4CCCC4)c23)c1 across the screens: · | -4% | -8% | · | 2% | · | 88

# New compounds follow.
26: CN(Cc1ccc(C(F)(F)F)cc1)C(=O)[C@H]1O[C@@H](n2ccc(=O)[nH]c2=O)[C@H](O)[C@@H]1O
27: O=C(O)c1ccc(CNCc2ccc(Cl)cc2Cl)cc1
28: CCCCNC(=O)c1ccc(Cn2c(=S)[nH]c3c([nH]c4ccc(OC)cc43)c2=O)cc1
29: Nc1nc(SCc2cccc(Br)c2)n[nH]1
30: Cn1c(SCC(=O)N2CCCc3ccccc32)nc2cccnc21

screen / no.	26	27	28	29	30
LmPK inhibitor	·	-1%	-1%	-5%	1%
AmpC detergent	·	?	?	2%	2%
Tb PYK inh	3%	0%	?	-13%	0%
AMA1-RON2 inh	10%	-1%	63%[activator]	13%	10%
Sm TGR inh	·	-6%	-10%	-7%	-5%
AmpC inh no detg	·	-27%	23%	-22%	-12%
HCMV inh	7	22	-1	25	-28

31: CCN(CC)S(=O)(=O)c1ccc(N2CCOCC2)c(NC(=O)C2=COCCO2)c1
32: Cc1ccc(NC(=O)Cn2c(=O)n(CCCC(=O)NCc3ccco3)c(=O)c3ccccc32)cc1
33: ON=C(CCc1ccccc1)c1ccccc1
34: CCN1CCN(Cc2ccc(NC(=O)c3cc(NC(=O)c4cc(-c5ccc(OC)cc5)n[nH]4)cc(OC)c3)cc2C(F)(F)F)CC1
35: CCc1c(N=O)c(-c2ccccc2)n(O)[n+]1[O-]

screen / no.	31	32	33	34	35
LmPK inhibitor	-8%	0%	·	-2%	·
AmpC detergent	1%	-7%	·	4%	·
Tb PYK inh	0%	0%	1%	2%	0%
AMA1-RON2 inh	-10%	9%	-6%	?	0%
Sm TGR inh	19%	0%	·	2%	·
AmpC inh no detg	63%[activator]	-43%	·	55%	·
HCMV inh	38	-2	82	52	-28

36: CCCOc1ccc(NC(=O)CC2C(=O)N(c3ccc(C)cc3)C(=O)N2Cc2cccc(OC)c2)cc1 (stereo not given)
37: CCc1ccccc1NC(=S)Nn1cnnc1
38: CCCC1C2C(=O)N(c3ccc(OC)cc3)C(=O)C2ON1c1ccccc1 (stereo not given)
39: COc1ccc(C)cc1NC(=O)CCC(=O)Nc1nnc(C(F)(F)F)s1
40: CNS(=O)(=O)c1cccc(C(=O)NNC(=O)c2ccc(COc3ccccc3)cc2)c1

screen / no.	36	37	38	39	40
LmPK inhibitor	·	-2%	5%	0%	-8%
AmpC detergent	17%	0%	2%	-13%	-10%
Tb PYK inh	0%	·	7%	-8%	-5%
AMA1-RON2 inh	·	·	1%	-1%	7%
Sm TGR inh	-1%	4%	-13%	11%	-1%
AmpC inh no detg	·	-6%	-32%	4%	-9%
HCMV inh	-19	13	-18	32	-5

41: COc1cccc(-c2ccc3c(N)c(C(=O)c4ccc(Cl)cc4)sc3n2)c1
42: CN(C)/C=C/C(=O)c1ccccc1OCc1cnc(Cl)s1
43: COc1ccc(NC(=O)Cn2c(=O)oc3cc(S(=O)(=O)N4CCCC4)ccc32)cc1
44: COC(=O)/C=C/C(=O)Nc1ccc(O)c(Cl)c1
45: CC(=O)c1cccc(CN2CCCC(C(=O)c3ccc4c(c3)OCO4)C2)c1 (stereo not given)

screen / no.	41	42	43	44	45
LmPK inhibitor	·	-1%	-2%	-1%	0%
AmpC detergent	4%	4%	-1%	1%	-7%
Tb PYK inh	0%	8%	-5%	?	-8%
AMA1-RON2 inh	·	-2%	2%	6%	-10%
Sm TGR inh	1%	·	7%	45µM*	4%
AmpC inh no detg	·	-26%	-33%	-32%	8%
HCMV inh	-39	-15	?	61	?

46: CC1(C(=O)NS(=O)(=O)c2ccc3c(c2)CCO3)CCN1C(=O)Cc1ccc(-c2ccccc2)cc1 (stereo not given)
47: Cn1c(SC(C(=O)Nc2ccc(F)cc2)c2ccccc2)nc2ccccc21 (stereo not given)
48: CC(=O)c1cccc(NC(=O)NCc2cccnc2)c1
49: CC1CCN(C(=O)CN(c2ccccc2)S(=O)(=O)N(C)C)CC1

screen / no.	46	47	48	49
LmPK inhibitor	·	5%	2%	0%
AmpC detergent	·	-9%	-5%	2%
Tb PYK inh	-4%	-5%	-4%	8%
AMA1-RON2 inh	11%	-7%	-5%	-4%
Sm TGR inh	·	-10%	-16%	-6%
AmpC inh no detg	·	-26%	·	0%[2.29 µM]
HCMV inh	-18	?	-25	21
